SIAE primary – human SIAE inhibitors, primary screen, biochemical, fluorescence polarization, FP-Rh probe, 1536-well HTS | Sialate O-acetylesterase (Homo sapiens), Q9HAT2 | AID 1053197, 2014 | 370,000 compounds, 0.69% hits | SIAE FP-Rh probe binding | inhibition, % at 9.66 µM;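 active = inhibition above a cutoff: mean of compounds within the control limits plus 3 SD of those, cut at about 17% in these data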;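 note: 0% = plate median of compound wells and 100% = probe without SIAE protein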
Target sequence (Q9HAT2 whole entry, looked up): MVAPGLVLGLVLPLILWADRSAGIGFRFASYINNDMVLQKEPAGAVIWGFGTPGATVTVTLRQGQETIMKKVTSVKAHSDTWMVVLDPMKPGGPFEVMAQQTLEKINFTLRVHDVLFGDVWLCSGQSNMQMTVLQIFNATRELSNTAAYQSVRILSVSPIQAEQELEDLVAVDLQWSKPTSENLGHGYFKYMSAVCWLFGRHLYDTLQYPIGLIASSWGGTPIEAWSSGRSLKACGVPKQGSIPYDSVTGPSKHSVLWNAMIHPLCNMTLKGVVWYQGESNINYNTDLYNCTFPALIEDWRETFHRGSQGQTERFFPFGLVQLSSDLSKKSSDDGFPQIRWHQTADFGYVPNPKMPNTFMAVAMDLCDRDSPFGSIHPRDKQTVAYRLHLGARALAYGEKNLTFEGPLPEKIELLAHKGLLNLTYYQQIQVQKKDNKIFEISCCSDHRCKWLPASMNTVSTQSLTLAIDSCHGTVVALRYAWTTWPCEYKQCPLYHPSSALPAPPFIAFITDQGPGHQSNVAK
ADAM17 inh – ADAM17 inhibitors, primary screen, biochemical, QFRET | 370,000 compounds, 0.83% hits | Disintegrin and metalloproteinase domain-containing protein 17 (Homo sapiens), P78536 | recombinant ADAM17, EDANS/DABCYL FRET peptide cleavage | AID 720648, 2013 | inhibition, % at 6.95 µM;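 active = inhibition above the mean of compounds lying between control limits plus 3 SD, set per campaign, cut at about 8.5% in these data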;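 note: 0% = DMSO-only wells as the low control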
DDE Tn6 FP inh – inhibitors of Tn6 peptide binding to fibrin DD(E), primary screen, biochemical, fluorescence polarization, human fibrin, Tn6 probe; Fibrinogen beta chain (Homo sapiens), P02675; inhibition, % at 8.3 µM; Fibrin DD(E) TRITC-Tn6 fluorescence polarization displacement; 370,000 compounds, 0.21% hits;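 active = inhibition above a per-campaign cutoff: mean of compounds within control limits plus 3 SD, cut at about 15% in these data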;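 note: 0% = median of all compound wells on the plate and 100% = blocking peptide control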
PLCb3 inh – human PLC-beta3 inhibitors, primary screen, biochemical, fluorescence; inhibition, % at 12.2 µM; 370,000 compounds, 0.18% hits; Purified PLC-beta3, fluorogenic substrate; in the data active = inhibition above about 11%;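 note: 0% = median of compound wells on plate and 100% = full blocker control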
ARFGAP1 inh – inhibitors of rat ARFGAP1 GAP activity, primary screen, biochemical, fluorescence polarization, GDP tracer. AID 651572, 2012. inhibition, % at 16.5 µM. Arfgap1-stimulated ARF1 GTP hydrolysis, GDP FP detection. 360,000 compounds, 0.26% hits. ADP-ribosylation factor GTPase-activating protein 1 (Rattus norvegicus), Q62848;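 active = inhibition above a per-plate limit, mean inhibition of low control wells plus 3 SD, cut at about 25% in these data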;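 note: 0% = DMSO wells with enzyme and 100% = wells lacking Arfgap1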
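system = rat Arfgap1 catalytic domain, aa 1-136 | technique = FP, GDP Alexa 633 tracer displaced from anti-GDP antibody, 620/688 nm | compound = one concentration, 16.5 µM, DMSO 1.26% | medium = HEPES-based buffer, pH 7.5 | timing = compound-enzyme preincubation 20 min, reaction 120 min, detection 60 min, 25 °C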
ASAP1 inh – inhibitors of human ASAP1 ArfGAP activity, primary screen, biochemical, fluorescence polarization. Arf-GAP with SH3 domain, ANK repeat and PH domain-containing protein 1 (Homo sapiens), …. ASAP1-stimulated ARF1 GTP hydrolysis, GDP FP detection. inhibition, % at 16.5 µM. 360,000 compounds, 0.19% hits. AID 624377, 2012; in the data active = inhibition above about 25%;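 note: 0% = vehicle with enzyme and substrate and 100% = no enzyme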
Target sequence (Q9ULH1 325-724 limits assumed): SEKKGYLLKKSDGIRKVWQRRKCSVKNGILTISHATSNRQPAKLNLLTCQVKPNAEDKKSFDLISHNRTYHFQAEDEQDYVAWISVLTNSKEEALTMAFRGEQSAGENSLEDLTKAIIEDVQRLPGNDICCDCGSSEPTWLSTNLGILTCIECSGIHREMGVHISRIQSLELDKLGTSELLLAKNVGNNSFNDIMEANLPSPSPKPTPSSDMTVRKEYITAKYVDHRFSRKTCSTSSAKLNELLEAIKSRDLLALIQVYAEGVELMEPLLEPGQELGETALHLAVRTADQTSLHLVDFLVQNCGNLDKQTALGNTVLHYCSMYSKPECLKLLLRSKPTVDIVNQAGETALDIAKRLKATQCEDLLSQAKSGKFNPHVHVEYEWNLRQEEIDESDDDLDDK
DDE Tn7 FP inh – inhibitors of Tn7 peptide binding to fibrin DD(E), primary screen, biochemical, fluorescence polarization, human fibrin, Tn7 probe; Fibrinogen beta chain (Homo sapiens), P02675; FP displacement of FITC-Tn7 peptide from fibrin DD(E); 0% = median of compound wells per plate; inhibition, % at 8.3 µM; 370,000 compounds, 0.13% hits;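 active = inhibition above the mean of compounds falling within the control limits plus 3 SD of them, cut at about 14% in these data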;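 note: 0% = plate median of compound wells and 100% = 10 µM Aha-Tn7 peptide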
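Assay system: Fibrin-DD(E) protein isolated from polymerized human fibrin clots; read-out basis: percent inhibition; medium: Tris/NaCl/CaCl2 buffer, pH 7.8; signal: FP measurement; incubation: 10 min plus 3 h, room temperature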
ADAM10 inh – human ADAM10 inhibitors, primary screen, biochemical, QFRET, HTS. inhibition, % at 7 µM. 370,000 compounds, 0.62% hits. AID 720582, 2013. recombinant ADAM10, EDANS/DABCYL FRET peptide cleavage, 3 h. Disintegrin and metalloproteinase domain-containing protein 10 (Homo sapiens), O14672;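 active = inhibition above a per-campaign cutoff equal to the mean of compounds falling between control-based bounds plus 3 SD, cut at about 20% in these data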;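 note: 0% = DMSO wells while the 100% control is not disclosed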
PLC-gamma1 inh – PLC-gamma1 enzyme inhibitors, primary screen, biochemical, fluorescence, purified enzyme; 1-phosphatidylinositol 4,5-bisphosphate phosphodiesterase gamma-1 (Homo sapiens), P19174; AID 720700, 2013; 370,000 compounds, 0.84% hits; inhibition, % at 12.2 µM; fluorogenic substrate; in the data active = inhibition above about 9.5%
TDP2 absorb – human TDP2 enzyme inhibitors, primary screen, biochemical, epi absorbance, recombinant enzyme; inhibition, % at 12.8 µM; T5PNP hydrolysis, p-nitrophenol absorbance 415 nm; 370,000 compounds, 0.34% hits; Tyrosyl-DNA phosphodiesterase 2 (Homo sapiens), O95551;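 active = inhibition above the mean of all tested compounds plus 3 SD, set per campaign, cut at about 25% in these data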;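 note: 0% = DMSO with enzyme and 100% = buffer with substrate but no TDP2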
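Material: recombinant human TDP2; quantity: TDP2 enzyme at 120 nM final; medium: Tris-HCl pH 7.5 with MgCl2; compound: single concentration, 12.8 µM nominal, with 1% DMSO; incubation: 2 h enzyme incubation at 37 °C; signal: epi absorbance; measure: percent inhibition; benchmarks: high control without enzyme, low control DMSO plus TDP2; repeats: singlicate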
Starred values were filed as active, the others as inactive; i = inactive; . = not tested or not shown.

ARFGAP1 inh	TDP2 absorb	ADAM10 inh	ADAM17 inh	DDE Tn7 FP inh	PLCb3 inh	DDE Tn6 FP inh	ASAP1 inh	PLC-gamma1 inh	SIAE primary	Structure
3.6	9.8	-3.7	-3.1	-1.7	3.9	3.3	7.9	3.2	4.7	CCCCCCN1C[C@@H](n2cc(COC(=O)c3ccccc3)nn2)[C@H](O)C[C@@H]1c1ccc(Cl)cc1
6.3	-2.6	-9.3	-7.6	0.6	-43.8	2.8	2.0	-27.8	4.2	CCN(CC)c1ccc(/C=N/n2c(-c3ccccc3Br)n[nH]c2=S)cc1
-4.9	-11.2	-0.6	1.7	0.7	0.4	-2.9	3.3	-0.5	-3.5	COc1ccc(Cn2c(CCC(=O)Nc3ccc(C)c(C)c3)nc3cccnc32)cc1
9.3	8.9	-4.5	-4.7	2.7	-0.6	5.7	6.0	1.3	2.4	C[C@H](CO)N1C[C@H](C)[C@@H](CN(C)S(=O)(=O)c2ccc(F)cc2)Oc2ccc(NC(=O)C3CCCCC3)cc2C1=O
7.1	-3.0	1.8	-5.3	5.6	-9.0	2.4	6.7	0.5	11.0	Cc1cc(S(=O)(=O)N2CCOCC2)ccc1OCC(=O)Nc1ccccc1C(F)(F)F
.	10.7	-0.8	-1.1	-3.2	-7.3	-1.1	.	-4.6	2.3	COc1ccc(CN2CN3Cc4ccccc4C3CS2(=O)=O)cc1 (stereo not drawn)
14.4	3.7	-10.8	2.1	-9.0	-4.1	3.0	-0.8	1.9	2.5	CCCCn1c(N)c(N(CC(C)C)C(=O)CCNC(=O)c2ccc(Br)cc2)c(=O)[nH]c1=O
4.7	12.6	-2.5	-2.2	10.4	-1.1	0.6	5.7	-0.5	2.3	CCOC(=O)c1c(NC(=O)Cn2cnc([N+](=O)[O-])n2)sc2c1CCCC2
4.2	7.8	2.1	-6.9	5.9	-1.9	0.4	10.1	-2.8	-6.1	O=C(NCc1ccccn1)C1CCN(S(=O)(=O)N2CCCC2)CC1
6.6	-6.0	12.8	7.8	-6.6	3.0	2.9	-1.0	3.0	-22.0	COc1ccc(N(CC(=O)Nc2ccc(S(=O)(=O)N3CCOCC3)cc2)S(=O)(=O)c2ccc(F)cc2)cc1
-9.1	0.7	-3.6	-4.7	2.9	-6.9	2.1	13.4	0.0	2.3	Cc1cccc(C(=O)NNC(=O)c2ccc(Br)cc2)c1
-2.0	-6.1	0.0	-1.6	-6.9	5.5	1.5	18.0	0.4	0.2	O=C(COc1ccc(F)cc1)N(Cc1cccs1)C1CCS(=O)(=O)C1 (stereo not drawn)
8.8	0.8	1.9	-2.5	2.4	-3.8	2.3	-9.7	2.9	10.9	CCCN(CC#CC(O)(c1ccccc1)c1cccnc1)CCC (stereo not drawn)
15.1	-3.0	-1.1	5.1	3.3	1.0	-3.7	12.1	1.8	1.9	CCOc1cccc2cc(C(=O)Nc3nccs3)c(=O)oc12
16.8	8.8	i	-339.4	-6.5	-262.7	-10.1	6.7	-192.9	-23.0	CCOc1ccc(-n2nc3ccc(NC(=O)CC)cc3n2)cc1
-5.7	-5.0	5.3	-2.0	-10.0	-3.2	-2.1	0.7	1.8	-1.7	O=S(=O)(Nc1ncccn1)c1ccc(NC(=S)Nc2ccc(Cl)cc2)cc1
-19.2	4.9	-3.4	-2.3	-2.2	0.3	-3.0	-0.4	2.6	-2.4	COc1cccc(C(C(=O)NC2CCCC2)N(C(=O)c2ccco2)c2ccc(-n3cnnn3)c(C)c2)c1OC (stereo not drawn)
-2.4	2.3	-14.8	-1.9	2.9	-4.2	5.8	-9.7	3.1	0.3	CC1CCC(NC(=O)COC(=O)C2CC3CCCC(C2)C3=O)CC1 (stereo not drawn)
-3.0	9.2	0.9	-3.9	1.9	-4.0	2.0	2.0	-4.6	4.2	O=[N+]([O-])c1ccc(S(=O)(=O)N2CCN(Cc3c[nH]c4ccccc34)CC2)cc1
.	7.1	20.2*	2.1	-4.6	-5.2	-8.2	.	-0.1	-41.1	CC(C)(C)c1ccc(C(=O)Nc2cc(Cl)c(Cl)cc2C(=O)O)cc1
0.4	1.6	5.8	4.0	3.4	5.1	1.4	0.7	8.4	2.7	CCOC(=O)[C@]12CCC=C1N(Cc1cccc3ccccc13)C(=O)[C@H](CC(=O)N1CCSCC1)C2
-14.2	-10.4	-0.1	0.4	3.4	5.4	7.0	0.2	-0.1	7.1	O=C(NCCCn1ncc2ccccc21)c1cc(COc2c(F)cccc2F)on1
-3.8	0.2	7.5	1.6	2.3	1.4	-4.5	12.7	4.2	2.3	C=C(C)Cn1c(=O)c(NC(=O)c2ccccc2)c2n(c1=S)CCC2
11.5	-13.2	-8.7	-3.5	5.4	-5.3	6.4	6.1	3.0	1.6	O=C1CCC(C(=O)N2CCCCO2)CN1CCc1ccc(Cl)cc1 (stereo not drawn)
-5.7	1.0	2.4	-3.4	3.7	0.2	1.5	3.1	-1.5	-10.7	O=C(NC1CCCC1)C1CCN(S(=O)(=O)N2CCCCC2)CC1
-5.5	-20.8	5.0	4.2	6.1	5.4	-0.9	2.2	6.5	1.6	Cc1ccc2nsnc2c1S(=O)(=O)N1CCCC1C(=O)O (stereo not drawn)
-7.8	-10.7	5.4	1.2	-2.8	1.3	5.8	12.1	0.8	5.3	COc1ccc(C(C#N)c2cnccn2)cc1OC (stereo not drawn)
-1.0	10.9	-2.4	-2.4	1.6	-3.2	1.7	12.5	0.3	5.4	O=C(O)CSc1cnc2ccccc2n1
10.1	-2.8	-6.1	0.7	-2.3	-9.1	3.0	-7.4	-8.6	-2.4	CC(C)N1C(=O)S/C(=C/c2ccc3c(c2)n(C)c(=O)n3C)C1=O
4.2	-4.9	-5.2	4.8	0.5	1.4	3.9	4.7	-0.3	1.9	CCCC1CCC(c2ccc(C(=O)NN)cc2)CC1 (stereo not drawn)

Filtered by structure, those above with a thiophene ring, fused or not.
ARFGAP1 inh	TDP2 absorb	ADAM10 inh	ADAM17 inh	DDE Tn7 FP inh	PLCb3 inh	DDE Tn6 FP inh	ASAP1 inh	PLC-gamma1 inh	SIAE primary	Structure
4.7	12.6	-2.5	-2.2	10.4	-1.1	0.6	5.7	-0.5	2.3	CCOC(=O)c1c(NC(=O)Cn2cnc([N+](=O)[O-])n2)sc2c1CCCC2
-2.0	-6.1	0.0	-1.6	-6.9	5.5	1.5	18.0	0.4	0.2	O=C(COc1ccc(F)cc1)N(Cc1cccs1)C1CCS(=O)(=O)C1 (stereo not drawn)

Following part:
ARFGAP1 inh	TDP2 absorb	ADAM10 inh	ADAM17 inh	DDE Tn7 FP inh	PLCb3 inh	DDE Tn6 FP inh	ASAP1 inh	PLC-gamma1 inh	SIAE primary	Structure
-3.6	0.2	-3.3	-1.4	10.1	2.6	1.8	-16.6	3.8	1.9	CC1(C(=O)NC2CCCCCCC2)CCC(=O)N1Cc1cccs1 (stereo not drawn)
-5.0	3.7	-5.8	0.2	-3.6	1.3	3.8	0.8	-0.3	-2.8	Cc1nc(NC(=O)c2ccccc2)nc2cc3c(cc12)OCO3
-6.1	-15.1	6.2	3.0	-7.5	2.6	-1.6	1.0	3.7	8.2	CC(=O)Nc1ccc(N2CCCC(C)C2)c([N+](=O)[O-])c1 (stereo not drawn)
10.1	8.1	5.5	-1.3	0.9	0.1	-1.9	-9.9	-0.1	-7.9	CCOc1ccc(NC(=O)Cn2nnc(C(=O)NCc3ccccc3OC)c2N)cc1
-14.9	-6.2	9.1	5.8	-2.5	-0.2	0.2	9.6	-3.0	14.8	COC(=O)N/N=C/c1cn(Cc2ccc(Cl)cc2Cl)c2ccccc12
-9.3	14.6	2.4	-0.3	-3.2	-10.2	2.0	-8.1	-1.8	1.4	COc1ccc(-c2csc(NC(=O)Cc3cccc4ccccc34)c2C(=O)O)cc1
5.9	-13.1	-6.1	4.0	-6.2	-12.9	-0.7	-0.8	5.4	0.1	Cc1ccc(-c2nnc(SCC(=O)N(CC(C)C)c3c(N)n(Cc4ccccc4)c(=O)[nH]c3=O)n2N)cc1
-11.2	-4.9	-4.9	-1.1	4.8	-15.1	2.7	-4.9	-4.6	6.4	COc1ccccc1-c1nc2ccccc2c(=O)n1O
7.5	20.0	-1.8	-3.3	5.7	-3.4	0.0	12.8	-0.2	-3.9	NS(=O)(=O)c1ccc(NC(=S)NC(=O)c2cccs2)cc1
-1.5	-2.9	-3.9	-3.8	-4.0	-10.5	4.0	-2.3	-3.4	4.0	Cc1cccc(OCC(=O)NCc2nc(-c3ccccc3)no2)c1

Screens from PubChem BioAssay.
